Screening results from PubChem.
ALOX12 inh = blocks human arachidonate 12S-lipoxygenase. P18054. purified 12hLO, xylenol orange hydroperoxide absorbance. Potency, µM (highest dose often 108 µM), for inactives: top-dose activity change, negative = inhibition, most hits filed as inhibitors. actives 1.1% (n = 580,000). AID 1671190
Target sequence (P18054 whole entry, looked up): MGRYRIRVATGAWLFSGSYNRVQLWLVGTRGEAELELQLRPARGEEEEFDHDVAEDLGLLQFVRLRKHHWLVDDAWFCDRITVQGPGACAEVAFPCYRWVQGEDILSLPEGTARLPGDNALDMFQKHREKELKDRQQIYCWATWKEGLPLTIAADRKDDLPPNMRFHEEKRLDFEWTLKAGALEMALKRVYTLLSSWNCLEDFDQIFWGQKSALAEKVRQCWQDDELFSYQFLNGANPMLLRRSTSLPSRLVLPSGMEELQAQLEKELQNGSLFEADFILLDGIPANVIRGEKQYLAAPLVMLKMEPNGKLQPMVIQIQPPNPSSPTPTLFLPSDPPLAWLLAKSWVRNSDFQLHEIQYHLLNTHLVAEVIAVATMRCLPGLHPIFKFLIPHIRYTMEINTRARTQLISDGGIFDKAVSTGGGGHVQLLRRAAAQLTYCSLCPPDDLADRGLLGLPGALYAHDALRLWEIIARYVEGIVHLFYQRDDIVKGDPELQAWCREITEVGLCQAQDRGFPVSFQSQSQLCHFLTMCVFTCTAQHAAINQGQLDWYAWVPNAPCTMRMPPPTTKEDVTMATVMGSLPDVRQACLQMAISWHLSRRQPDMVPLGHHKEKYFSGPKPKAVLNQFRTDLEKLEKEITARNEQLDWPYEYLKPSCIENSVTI
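Hydroperoxide product was detected by ferrous iron/xylenol orange as the 573 to 405 nm absorbance ratio. Arachidonic acid at 40 uM (final) was turned over for 30 min at room temperature by 150 nM human 12hLO, pH 7.0 Hepes buffer, after 15 min compound preincubation.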
GLS inhibitor = glutaminase GLS (human) inhibition. GLS enzymatic activity, qHTS titration. AID 624170. actives 0.21% (n = 410,000). O94925. Potency, µM (doses to about 45.5 µM), for inactives: at the top dose activity change, negative = inhibition, most hits filed as inhibitors
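Read-out is an Amplex red fluorescence increase coupled through glutamate oxidase and HRP, measured before and after 30 min room-temperature incubation. hKGA is in 45 mM KH2PO4 (pH 8.2) with 0.02% Tween-20; glutamine added as 1mM solution.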
Numbers without * were called inactive; u = inconclusive; [ ] = remark or other dose. Calls come from the whole dose curve; as a rule, active = well fitted inhibition curve with a large enough effect; inconclusive = small, poorly fitted or top-dose-only effect, or another doubt; inactive = no such curve, though single readings can be large or run the other way. % is set by controls: 0 for no effect and ±100 for the full control effect; potency is the fitted concentration of half-maximal effect.

# | SMILES | ALOX12 inh | GLS inhibitor
1 | Cc1cc(Br)cn2c(CC(C)(C)C)c(-c3cccc(Cl)c3)nc12 | -15% | 19%
2 | CCC(c1nnnn1C1CCCC1)N1CCN(C/C=C/c2ccccc2)CC1 (stereo not drawn) | -26% | 1%
3 | CC(=O)Nc1c(I)c(C(=O)O)c(I)c(N(C)C(C)=O)c1I | u | 6%
4 | CC(=O)c1ccc(Nc2nc(C(C)N)cs2)cc1 (stereo not drawn) | 13% | 5%
5 | Cn1c(=O)c2cc(NC(=O)NCc3ccc(Cl)cc3Cl)ccc2n1Cc1ccc(F)cc1 | -2% | 2%
6 | CC(C)[C@@H](CO)NC(=O)[C@H]1O[C@@H](n2cnc3c(N)ncnc32)[C@H](O)[C@@H]1O | -23% | 10%
7 | CN(Cc1ccccc1)Cc1cc(=O)oc2ccc3ccccc3c12 | u | 1%
8 | Cc1cccc(C)c1-n1nnnc1C(c1ccccc1)N1CCN(C/C=C/c2ccccc2)CC1 (stereo not drawn) | -8% | 1%
9 | CCCC(=O)N1CCC1(C)C(=O)NS(=O)(=O)c1ccc(Cl)cc1 (stereo not drawn) | u | 1%
10 | COc1ccc(C(Cl)=C(C=O)c2ccc(OC)c(OC)c2)cc1OC | -16% | 14%
11 | CCCCNC(=O)C1(C)CCCCN1C(=O)c1c(Cl)cccc1Cl (stereo not drawn) | 2% | -11%
12 | N[C@@H](CSCCCO)C(=O)O | u | -12%
13 | COc1ccc(OC)c(C(O)c2ncc(-c3cccc4ccccc34)[nH]2)c1 (stereo not drawn) | 15% | -2%
14 | CCCCNC(=O)C1(C)CCCCN1C(=O)c1ccc2ccccc2n1 (stereo not drawn) | -15% | 3%
15 | O=C1CC[C@H](C(=O)N2CCCCC2)N1 | -1%[22.9 µM] | -10%
16 | Cc1nc2ccc(C(=O)N(C)Cc3ccco3)cn2c1N(C)CC1CCCCC1 | -23% | 3%
17 | O=C(Nc1ccc(F)c(Cl)c1)c1cc(C2CCCCN2C(=O)c2ccc(Cl)cc2)on1 (stereo not drawn) | u | 3%
18 | O=C(CC[C@H]1O[C@@H](n2cnc3c(NC(=O)c4ccccc4)ncnc32)[C@H](O)[C@@H]1O)NCc1cccs1 | 7% | -8%
19 | Cc1cc(Br)cn2c(Cc3cccc(F)c3)c(-c3ccccc3)nc12 | u | -3%
20 | CCOC(=O)C1=CCC2C(=O)N(CC)C(=O)C12 (stereo not drawn) | -1% | 1%

Following part:
# | SMILES | ALOX12 inh | GLS inhibitor
21 | CN1CCCC(C)(C(=O)Nc2ccc(-n3cccc3)cc2)C1 (stereo not drawn) | -5% | -4%
22 | CC(C)(C)S(=O)N1Cc2cc(C(=O)NCC(F)(F)F)nc(-c3cccc(-c4cccc(F)c4)c3)c2[C@@H]1CCO (stereo partly drawn) | -11% | 3%
23 | CCCNC(=O)C1(C)CCCN(C(=O)c2oc3ccccc3c2C)C1 (stereo not drawn) | 0% | 0%
24 | CC(C)OC(=O)C(C(=O)OC(C)C)=C1SC=CS1 | u | 5%
25 | OCC[C@@H]1C[C@H](O)[C@@H](O)[C@]2(OCc3cc(C(F)(F)F)ccc32)O1 | -3% | -2%
26 | CC1(C)OC(=O)C2=C(C[C@@H](C3CCCC3)O[C@H]2c2ccc(Cl)cc2)O1 | 1% | 10%
27 | O=C(Nc1cccc(Oc2ccccc2)c1)C1Cc2c(-c3cccc(F)c3)ccnc2O1 (stereo not drawn) | -2% | -5%
28 | O=C(O)c1nc(=O)[nH]c(=O)[nH]1 | u | 0%
29 | COc1ccccc1CNc1nc(NCc2ccccc2SC)c2sccc2n1 | u | -5%
30 | CCOC1=C2[C@@H](CN(S(=O)(=O)c3ccc(C)cc3)[C@H]2c2cccc3ccccc23)[C@H]2C(=O)N(C3CCCCC3)C(=O)[C@H]2C1 | -3% | -10%
31 | CC(C)C[C@@H](CN1CCC[C@H]1CN1C(=O)C(=O)NC[C@@H]1Cc1ccc(O)cc1)N1C[C@H](Cc2ccc(O)cc2)N(CCc2ccccc2)C(=O)C1=O | u | 18%
32 | O=C1C(=Cc2ccc(F)cc2)Cc2ccccc21 | 3% | -13%
33 | CN(C)CCOC1=Cc2ccccc2Sc2ccc(Cl)cc21 | -7%[22.9 µM] | 2%
34 | O=C(/C=C/[C@H]1O[C@@H](n2ccc(=O)[nH]c2=O)[C@H](O)[C@@H]1O)NCc1ccco1 | u | -7%
35 | CCc1nc2ccc(C(=O)NCc3ccc(OC)cc3)cn2c1N(CCC(C)C)CCN(C)C | -4% | 7%
36 | CCCCNC(=O)C1(C)CCCCN1C(=O)c1cccs1 (stereo not drawn) | -4% | 13%
37 | CCOC(=O)C1=C[C@@H](C2CCCC2)N(S(=O)(=O)c2ccc([N+](=O)[O-])cc2)[C@H]1c1ccccc1 | 8% | -10%
38 | COc1cccc(-c2ccc3nccn3c2)c1 | u | 4%
39 | Cc1cccc(C)c1-n1nnnc1C(C1CC1)N1CCN(C/C=C/c2ccccc2)CC1 (stereo not drawn) | -25% | 13%
40 | O=C(Nc1ccccc1)c1cc(C2COCCN2C(=O)CCCc2ccccc2)on1 (stereo not drawn) | 3% | -6%

Next section.
# | SMILES | ALOX12 inh | GLS inhibitor
41 | Cc1cccc(C)c1-n1nnnc1C1(C)CCC(=O)N1CCCN1CCOCC1 (stereo not drawn) | 8% | -9%
42 | Cc1ccc(CN2CCC2(C)C(=O)NC(C)C)cc1 (stereo not drawn) | -15% | -15%
43 | CC1(C(=O)NS(=O)(=O)C2CC2)CCCN(C(=O)c2ccc(C(F)(F)F)cc2)C1 (stereo not drawn) | 6% | 2%
44 | COc1cccc(CNc2nc3cc(-c4cccc(C(=O)NCCO)c4)sc3c(=O)n2C)c1 | u | -1%
45 | CCCNC(=O)C1(C)CCCN(Cc2ccc(Cl)cc2)C1 (stereo not drawn) | 17% | -4%
46 | CN1CCN(C(=O)c2cc3c(c(-c4cccc(-c5cccnc5)c4)n2)[C@H](CCO)N(C(=O)CC2CC2)C3)CC1 | -11% | -11%
47 | Cc1cn([C@H]2C[C@H](O)[C@@H](/C=C/C(=O)NCCc3cccnc3)O2)c(=O)[nH]c1=O | u | u
48 | CCOC(=O)C1(C)CCN1C(=O)c1ccc(OC)c(OC)c1 (stereo not drawn) | 10% | 4%
49 | O=C(NCc1cccc(C(F)(F)F)c1)c1ccc2sc([C@H]3C[C@H](O)[C@@H](CO)O3)nc2c1 | -13% | -7%
50 | CCc1ccc(C(O)c2ncc(-c3ccccc3C)[nH]2)cc1 (stereo not drawn) | 5% | 0%
51 | CCOC(=O)C1=CCN(S(=O)(=O)c2ccccc2C)C1c1ccc(C)cc1 (stereo not drawn) | 1% | 6%
52 | OC(c1ccccc1)c1nc(-c2csc3ccccc23)cs1 (stereo not drawn) | -1% | 1%
53 | COc1cccc(C(C)(O)c2nc(-c3ccc(OC)nc3)cs2)c1 (stereo not drawn) | -1% | 6%
54 | CN1CCOc2c1cnn(CCO)c2=O | -12% | 0%
55 | CCCCNC(=O)c1nc(C2CCN(S(=O)(=O)c3c(F)cccc3F)CC2)oc1-c1cccc(C(F)(F)F)c1 | 14% | -2%
56 | OC[C@@H]1CN(CCN2CCOCC2)C[C@H](n2cnc3c(NC4CC4)ncnc32)O1 | 5% | 1%
57 | CN(C)c1ccc(-c2ccnc3c2CC(C)(C(=O)Nc2ccc(Cl)c(C(F)(F)F)c2)O3)cc1 (stereo not drawn) | 2% | u
58 | Fc1cccc(Cc2c(-c3ccco3)nc3c4ccccc4ccn23)c1 | 0% | 0%
59 | CC(C)C[C@H]1CN([C@@H](Cc2ccccc2)CN2CCC[C@@H]2CN2C(=O)C(=O)NC[C@@H]2Cc2ccc(O)cc2)C(=O)C(=O)N1CCc1ccccc1 | u | 24%
60 | COc1ccc(CNC(=O)c2cn(Cc3ccc(OC(C)=O)cc3)c(=O)s2)cc1 | -19% | 5%

Rewritten with values under each structure: entries from further up
Every second line gives: ALOX12 inh, GLS inhibitor
53) COc1cccc(C(C)(O)c2nc(-c3ccc(OC)nc3)cs2)c1 (stereo not drawn)
    -1%, 6%
52) OC(c1ccccc1)c1nc(-c2csc3ccccc23)cs1 (stereo not drawn)
    -1%, 1%
45) CCCNC(=O)C1(C)CCCN(Cc2ccc(Cl)cc2)C1 (stereo not drawn)
    17%, -4%

Profiles, quoted from the list. Screens in order: ALOX12 inh	GLS inhibitor
CC1(C(=O)NS(=O)(=O)C2CC2)CCCN(C(=O)c2ccc(C(F)(F)F)cc2)C1 (stereo not drawn) as listed: 6%	2%
CN1CCOc2c1cnn(CCO)c2=O as listed: -12%	0%

(more compounds)
# | SMILES | ALOX12 inh | GLS inhibitor
61 | COc1ccc(-c2cc(N3CCN(CCO)CC3)n3nccc3n2)cc1 | u | 5%
62 | COC(=O)c1ccc(Cn2c(C)c(C(=O)NCc3cccc(C(F)(F)F)c3)sc2=O)o1 | -5% | -10%
63 | CC(C)C[C@@H](CN1CCC[C@H]1CN1C(=O)C(=O)NC[C@@H]1Cc1ccccc1)N1C[C@H](Cc2ccc(O)cc2)N(CC2CCCCC2)C(=O)C1=O | -10% | 1%
64 | O=C(NCCO)OC1CC2CC1[C@H]1CCCCN1C2=O (stereo partly drawn) | 0% | 3%
65 | CC(C)Oc1ccc(F)cc1-c1cc(C(=O)NC2CCCCC2)[nH]n1 | -3% | -6%
66 | CCOC(=O)C1(C)CCN1C(=O)c1ccc(C(C)(C)C)cc1 (stereo not drawn) | 0% | 2%
67 | COCc1cccc(-c2csc(C(C)(O)c3cccc(F)c3)n2)c1 (stereo not drawn) | -20% | 0%
68 | COCCN(Cc1ccc(OC)cc1)c1c(C)nc2ccc(C(=O)Nc3ccc(NC(C)=O)cc3)cn12 | 5% | 3%
69 | CC(C)(C)NC(=O)C1(C)CCC(=O)N1C1CCN(Cc2ccccc2)CC1 (stereo not drawn) | 0% | 2%
70 | CCc1ccc(C(O)c2ncc(-c3ccc(C(F)(F)F)cc3)[nH]2)cc1 (stereo not drawn) | -4% | -10%
71 | O=C(Nc1ccc2c(c1)OCCO2)C(c1ccnc2ccccc12)N1CCN(C/C=C/c2ccccc2)CC1 (stereo not drawn) | u | -4%
72 | CCCCC[C@@H](C)N1C[C@H](COCc2ccccc2)Oc2cc(N3CCC[C@@H]3COC)ccc2S1(=O)=O | u | -11%
73 | CCc1nc2ccc(C(=O)NCCCN(C)C)cn2c1N(C)Cc1ccc(OC)cc1 | 8% | 41%[activator]
74 | COc1ccc(-c2cc(C(=O)NCC3CCCCC3)[nH]n2)c(C)c1 | 9% | 1%
75 | CCNC(=O)C1(C)CCCN(C(=O)c2nc3ccccc3s2)C1 (stereo not drawn) | 4% | -11%
76 | CC1(C(=O)NS(=O)(=O)c2ccc(Cl)cc2)CCN1C(=O)c1ccco1 (stereo not drawn) | u | -2%
77 | Cc1ccc(S(=O)(=O)N2[C@@H](c3cccc(Cl)c3)C(C(=O)OC(C)(C)C)=CC[C@H]2c2ccc(C(C)C)cc2)cc1 | 10% | 19%
78 | Cc1cccc(CN2[C@H](COCc3ccccc3)C=CS2(=O)=O)c1 | u | 1%
79 | Cc1ccc2cccc(OC(=O)c3c(F)cccc3Cl)c2n1 | -10% | -3%
80 | O=c1[nH]c(=S)[nH]c2c1[C@H](CCc1cccc(Cl)c1)O[C@H](C1CC1)C2 | 0% | -5%

Continuation:
# | SMILES | ALOX12 inh | GLS inhibitor
81 | O=C(CC[C@H]1O[C@@H](n2cnc3c(NC(=O)c4ccccc4)ncnc32)[C@H](O)[C@@H]1O)NCc1ccc(OC(F)(F)F)cc1 | 0% | -24%
82 | CCCS(=O)(=O)NC(=O)C1(C)CCCN(C(=O)c2oc3ccccc3c2C)C1 (stereo not drawn) | 1% | 4%
83 | CCCCCc1c(-c2ccccc2)ncn1CCc1ccccc1OC | -75% | -5%
84 | CCCS(=O)(=O)NC(=O)C1(C)CCN(C(=O)c2ccccc2F)C1 (stereo not drawn) | -8% | 0%
85 | Nc1ccn([C@@H]2O[C@H](C(=O)Nc3ccc(Oc4ccccc4)nc3)[C@@H](O)[C@H]2O)c(=O)n1 | u | 4%
86 | COc1ccc(OC)c(C(O)c2ncc(-c3cccc(C(F)(F)F)c3)[nH]2)c1 (stereo not drawn) | -14% | 0%
87 | Cc1ccsc1C(=O)N1CCCC(C)(C(=O)NS(=O)(=O)C2CC2)C1 (stereo not drawn) | 13% | -2%
88 | COc1ccccc1Cc1c(-c2cccc(Cl)c2)nc2ccc(Br)cn12 | -21% | 19%
89 | C[C@@H]1COc2cccc(N3CCC[C@H]3CO)c2S(=O)(=O)N1 | -23% | 11%
90 | C[Se]CCC(N)C(=O)O (stereo not drawn) | u | -9%
91 | C[C@]12C=CC(=O)C=C1[C@@H](F)C[C@@H]1[C@@H]2[C@@H](O)C[C@@]2(C)[C@H]1CC[C@]2(O)C(=O)CO | -2%[22.9 µM] | -6%
92 | CN(Cc1ccc(C(C)(C)C)cc1)Cc1cccc2ccccc12 | -7%[22.9 µM] | 3%
93 | COC(=O)c1cn(-c2nc3ccccc3s2)nn1 | -28% | -10%
94 | CCCC(=O)N1CCCC1(C)C(=O)N(C)Cc1cccc2ccccc12 (stereo not drawn) | -20% | -2%
95 | CC1(Oc2cccc(F)c2)CCN(Cc2csc3ccccc23)C1 (stereo not drawn) | -4% | -4%
96 | CCCOc1ccc(F)cc1-c1cc(C(=O)NCc2cccc(C(F)(F)F)c2)[nH]n1 | -15% | -10%
97 | COCCc1ccc(OC2(C)CCN(Cc3cccn3-c3nccs3)C2)cc1 (stereo not drawn) | -4% | 19%
98 | CC(C)CNC(=O)C1(C)CCCN1C(=O)c1c(Cl)cccc1Cl (stereo not drawn) | 1% | 2%
99 | CC(C)CNC(=O)c1ccc(-c2ccc(F)c(F)c2)c2ccoc12 | -6% | 13%

This is a subset, so the mix of outcomes need not match the whole.
